Screening results deposited in PubChem by several laboratories.
VLA-4 inh – inhibition in human VLA-4 binding assay, primary screen, VLA-4 allosteric modulator project, MLPCN library, flow cytometry, VLA-4 expressing cells | ligand binding flow cytometry | 330,000 tested, 0.2% active | inhibition, % (about 7 µM as worked out from the volumes in the protocol) | AID 2557, 2010 | Integrin alpha-4 (Homo sapiens), P13612; in the data active = inhibition above about 50%
procasp7 counter – procaspase-7 activators, primary screen, counter-screen for procaspase-3 activator project, biochemical, absorbance, HTS, human; 330,000 tested, 0.093% active; activation, % at 8.5 µM; recombinant procaspase-7, Ac-DEVD-pNA absorbance 405 nm; D23A/D198A/D206A triple mutant, cannot self-cleave; scale: DMSO 0, 5 µM enzyme 100;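 active = percent activation above the screen-wide mean plus 3 SD, cut at about 25% in these data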
Target sequence (P55210 whole entry D23A/D198A/D206A): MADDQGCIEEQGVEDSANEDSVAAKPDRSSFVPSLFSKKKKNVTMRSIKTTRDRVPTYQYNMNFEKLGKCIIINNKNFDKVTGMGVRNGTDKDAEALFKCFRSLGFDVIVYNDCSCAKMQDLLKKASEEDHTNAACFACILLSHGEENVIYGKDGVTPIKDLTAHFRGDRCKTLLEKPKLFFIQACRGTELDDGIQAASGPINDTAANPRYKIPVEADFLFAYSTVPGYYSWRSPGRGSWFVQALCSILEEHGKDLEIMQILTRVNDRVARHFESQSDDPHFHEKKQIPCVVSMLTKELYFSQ
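Test system: Procaspase-7 triple mutant (PC-7 D3A). Also added: Ac-DEVD-pNA substrate, 400 µM as added. Schedule: 1 h enzyme–compound preincubation and 2 h substrate reaction, both 25 °C. Signal: p-Nitroaniline absorbance at 405 nm, read at 0 and 120 min. Control set: low DMSO alone, high DMSO plus 5 µM PC-7.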
JMJD2C inh – inhibitors of GASC-1 histone demethylase, primary screen, biochemical, fluorescence, DELFIA europium. Lysine-specific demethylase 4C (Homo sapiens), Q9H3R0. GST-JMJD2C(1-420) H3K9me3 demethylation. inhibition, % at 2.35 µM. 330,000 tested, 0.069% active. AID 2099, 2009;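 active = more than half of a compound's replicate wells show inhibition beyond 50%, single wells judged on their own value; inconclusive = some, but no more than half, of replicates pass 50% inhibition; inactive = no replicate passes 50% inhibition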;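 also: signal counts dimethyl H3K9 product captured on neutravidin plate; 0% = median of DMSO wells and 100% = 0.3 times that DMSO median; strong numbers were not always called active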
Target sequence (Q9H3R0 1-420 limits assumed): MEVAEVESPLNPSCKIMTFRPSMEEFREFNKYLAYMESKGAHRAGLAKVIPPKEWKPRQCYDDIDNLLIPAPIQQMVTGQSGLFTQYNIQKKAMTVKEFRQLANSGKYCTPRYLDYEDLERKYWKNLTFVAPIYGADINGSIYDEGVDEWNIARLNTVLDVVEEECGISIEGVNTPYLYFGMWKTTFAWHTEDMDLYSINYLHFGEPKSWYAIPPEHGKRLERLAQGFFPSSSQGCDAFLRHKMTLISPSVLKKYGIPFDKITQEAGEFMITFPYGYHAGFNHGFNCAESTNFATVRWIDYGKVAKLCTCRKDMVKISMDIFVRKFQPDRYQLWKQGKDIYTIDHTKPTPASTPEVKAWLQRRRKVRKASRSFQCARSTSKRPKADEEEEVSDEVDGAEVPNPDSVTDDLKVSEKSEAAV
Fh CTSL1 inh – Fasciola hepatica cathepsin L1 inhibitors, primary screen, counter-screen for PFM18AAP inhibitor project, biochemical, QFRET, fluorogenic peptide substrate; recombinant F. hepatica cathepsin L1, Z-Leu-Arg-MCA fluorescence; inhibition, % at 5.96 µM; 300,000 tested, 0.49% active; AID 1906, 2009;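 active = inhibition above the mean of all tested compounds plus 3 SD, set per screening campaign, cut at about 17% in these data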;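 also: 0% = plate median of test compound wells and 100% = 1 µM Z-Phe-Ala-diazomethylketone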
PP5 inh – PP5 phosphatase inhibitors, primary screen, biochemical, fluorescence; Serine/threonine-protein phosphatase 5 (Homo sapiens), P53041; purified PP5c, OMFP substrate fluorescence; inhibition, % at 6.7 µM; 320,000 tested, 0.18% active; AID 1987, 2009;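 active = inhibition above the campaign's mean inhibition across all tested compounds plus 3 SD, cut at about 9.5% in these data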;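 also: 0% = DMSO only and 100% = 100 µM cantharidin control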
GRK2 aptamer HTS – compounds blocking aptamer binding on GRK2 – biochemical, human GRK2, bead flow cytometry, HTS, primary screen. FAM-aptamer displacement from GRK2. AID 488847, 2010. inhibition of aptamer binding, % at 10 µM. 330,000 tested, 0.59% active. Beta-adrenergic receptor kinase 1 (Homo sapiens), P25098;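 active = inhibition of aptamer binding above 40%, roughly 3 SD of noise, on plates passing a quality check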;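 also: median bead fluorescence of bound FAM aptamer so fluorescent compounds give negative values; no value below 0 was filed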
HCV core dimer – inhibitors of HCV core protein dimerization, primary screen, biochemical, TR-FRET, high-throughput | AID 1899, 2009 | inhibition, % at 5 µM | TR-FRET GST/Flag-core106 dimerization, 1536-well | 300,000 tested, 0.33% active;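 active = inhibition above the mean of all tested compounds plus 3 SD, set per screening campaign, cut at about 45% in these data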
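Test system: GST/Flag-tagged HCV core106 proteins; Medium: KF-containing HEPES buffer, pH 7.45, DTT, CHAPS, BSA; Times: compound-protein-antibody incubation 4 h at 22.5 °C; Detection: TR-FRET 671 and 617 nm emission; Benchmarks: wells lacking GST-core106 and wells with excess unlabelled core106.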
PP1 inh – PP1-alpha phosphatase inhibitors, primary screen, counter-screen for PP5 inhibitor project, biochemical, fluorescence, OMFP substrate, single point; purified PP1alpha; inhibition, % at 6.7 µM; 320,000 tested, 0.9% active; AID 2235, 2010;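 active = inhibition above the mean inhibition of all tested compounds plus 3 SD, computed separately for each screening campaign, cut at about 15% in these data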
procasp3 activ – activators of human procaspase-3 D3A mutant, primary screen, biochemical, absorbance, PC-3 D3A mutant, single concentration | 330,000 tested, 0.11% active | recombinant procaspase-3 D3A, Ac-DEVD-pNA absorbance 405 nm | activation, % at 8.5 µM | Caspase-3 (Homo sapiens), P42574;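 active = activation above the mean of all tested compounds plus 3 SD, cut at about 21% in these data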;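 also: 0% = DMSO alone and 100% = DMSO wells spiked with extra 5 µM PC-3 D3A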
Target sequence (P42574 whole entry D9A/D28A/D175A): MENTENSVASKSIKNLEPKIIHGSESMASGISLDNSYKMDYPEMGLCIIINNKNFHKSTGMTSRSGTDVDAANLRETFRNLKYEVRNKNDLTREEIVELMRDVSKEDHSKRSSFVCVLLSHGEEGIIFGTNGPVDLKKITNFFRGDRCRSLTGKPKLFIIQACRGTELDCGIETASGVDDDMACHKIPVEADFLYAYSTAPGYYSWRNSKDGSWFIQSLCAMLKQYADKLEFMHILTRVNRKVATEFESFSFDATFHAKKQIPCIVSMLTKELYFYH
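Test system: Procaspase-3 D3A mutant; medium: Zinc-free HEPES/NaCl buffer with 0.01% Triton X-100 at pH 7.4; reagent: DEVD-pNA substrate; doses: one concentration, 8.5 µM nominal, 0.8% DMSO; times: 1 h preincubation plus 2 h reaction at 25 °C; signal: Epi-absorbance at 405 nm of released p-nitroaniline, 0 and 120 min; replicates: singlicate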
An asterisk follows results filed as active; ? = inconclusive; / = no result given. Compounds were not picked by outcome. Share with any hit: about 2.6%.

Fields: VLA-4 inh | procasp7 counter | JMJD2C inh | Fh CTSL1 inh | PP5 inh | GRK2 aptamer HTS | HCV core dimer | PP1 inh | procasp3 activ
- COc1ccccc1OCCCCCc1c(C)n[nH]c1C
→ 11.5 | -7.7 | 9.8 | -3.1 | 0.7 | 0.0 | 9.1 | 2.4 | -11.6
- COCCNC(=O)COC(=O)CSCc1nc2ccccc2s1
→ 6.7 | 2.4 | 0.2 | -15.0 | -1.2 | 1.0 | -8.9 | 0.0 | 6.1
- O=S(=O)(c1ccccc1Cl)N1CCC(Cc2ccccc2)CC1
→ 0.3 | 13.1 | 14.7 | -4.3 | 3.0 | 0.0 | 0.8 | 0.0 | 5.8
- C/C=C/C(=O)Nc1cccc(C2=NOC3(C2)C[C@@H](C(N)=O)N(C(=O)c2cc([N+](=O)[O-])cc([N+](=O)[O-])c2)C3)c1 (some centres undefined)
→ -8.5 | 4.1 | 0.2 | 8.1 | 1.2 | 2.0 | 1.2 | -2.1 | 2.1
- CN(C)Cc1nc2ccccc2c(=O)n1Cc1nc(-c2cc3ccccc3o2)cs1
→ -13.3 | 10.4 | -3.5 | 1.2 | 0.8 | 0.0 | 2.8 | 1.5 | 1.7
- CC(C)c1ccccc1NC(=O)COC(=O)Cc1cccc(C(F)(F)F)c1
→ 11.8 | -5.8 | ? | -11.0 | 2.1 | 0.0 | -2.0 | 7.6 | -6.9
- CC(=O)N1CCc2cc(S(=O)(=O)NC(Cc3ccccc3)C(=O)NC3CCCCCC3)ccc21 (centres undefined)
→ 10.5 | -7.4 | -1.2 | 1.5 | -0.6 | 1.0 | 5.2 | 0.1 | 0.7
- Nc1nonc1-n1nnc(C(=O)N/N=C/c2ccccc2)c1CSc1ccc(Cl)cc1
→ -2.5 | -15.4 | 16.8 | -1.8 | 0.2 | 1.0 | 15.6 | -3.3 | 11.6
- N#CC1=C(N)Oc2c(oc(CO)cc2=O)C1c1ccccc1[N+](=O)[O-] (centres undefined)
→ 20.9 | 9.6 | -3.5 | -3.4 | 2.7 | 0.0 | -5.7 | -4.2 | 9.3
- Cc1cccc(C(=O)N(CCc2ccccc2)Cc2ccccc2)c1[N+](=O)[O-]
→ 6.9 | 7.9 | -4.1 | 1.1 | 2.5 | 0.0 | 18.7 | 4.8 | -1.7

2 entries picked at random from the list so far:
Fields: VLA-4 inh | procasp7 counter | JMJD2C inh | Fh CTSL1 inh | PP5 inh | GRK2 aptamer HTS | HCV core dimer | PP1 inh | procasp3 activ
- CC(C)c1ccccc1NC(=O)COC(=O)Cc1cccc(C(F)(F)F)c1
→ 11.8 | -5.8 | ? | -11.0 | 2.1 | 0.0 | -2.0 | 7.6 | -6.9
- CN(C)Cc1nc2ccccc2c(=O)n1Cc1nc(-c2cc3ccccc3o2)cs1
→ -13.3 | 10.4 | -3.5 | 1.2 | 0.8 | 0.0 | 2.8 | 1.5 | 1.7

New compounds follow.
Fields: VLA-4 inh | procasp7 counter | JMJD2C inh | Fh CTSL1 inh | PP5 inh | GRK2 aptamer HTS | HCV core dimer | PP1 inh | procasp3 activ
- COc1ccc(/C=C/CN2CCN(CCc3ccccc3)C(CCO)C2)cc1 (centres undefined)
→ 5.6 | -0.8 | 13.6 | -1.6 | -1.3 | 90.0* | 2.8 | -3.4 | 4.7
- Cc1cc(NC(=O)c2c(Br)c(C)nn2C)no1
→ 7.2 | -6.7 | 1.8 | -3.1 | 1.1 | 0.0 | 4.3 | 0.5 | 8.8
- O=S(=O)(NCC1CCCO1)c1ccc(Cl)nc1 (centres undefined)
→ 7.0 | 0.7 | 1.1 | 2.4 | -1.3 | 1.0 | -6.6 | 2.1 | 7.5
- CCOC(=O)N1CCN(CC(=O)Nc2ccc(F)cc2F)CC1
→ 12.8 | -10.9 | -0.5 | 0.4 | 2.2 | 0.0 | -16.0 | 0.8 | 4.5
- COc1cc2c(cc1OC)-c1cc3ccc(OC)c(OC)c3c[n+]1CC2
→ 4.5 | 0.5 | / | 4.0 | 3.4 | 0.0 | -11.5 | 1.0 | -0.3
- NC(=O)COC(=O)c1ccccc1SCC(=O)NC1CCCCCC1
→ -0.3 | 4.1 | -11.5 | 6.0 | 2.0 | 1.0 | -0.8 | -3.2 | -2.9
- COC(=O)c1ccc(COC(=O)c2[nH]c(C)c(C(C)=O)c2C)o1
→ 15.2 | -4.8 | 11.4 | -1.4 | 3.0 | 5.0 | -6.4 | -0.6 | -4.8
- CN(CC(=O)Nc1ccc(F)cc1)C(=O)c1cccc(NS(=O)(=O)c2ccccc2)c1
→ 13.1 | -7.7 | 11.5 | / | 1.5 | 0.0 | / | -1.9 | 8.3
- Cc1nc(NC(=O)c2cc3c(s2)CCCCC3)sc1C(=O)N(C)C
→ 14.7 | -8.4 | -6.5 | 6.9 | 3.5 | 0.0 | 0.9 | -5.9 | 1.6
- O=C(CSc1nncn1-c1cccnc1)Nc1ccccc1C(F)(F)F
→ -9.0 | -7.6 | 10.3 | 3.4 | 1.0 | 0.0 | -15.3 | 1.1 | -1.6
- COc1ccc(OCCC(=O)OCC(=O)NCc2ccccc2)cc1
→ 10.2 | 11.1 | 0.4 | -17.7 | -1.1 | 0.0 | -1.4 | -1.5 | 5.2
- CCOc1ccc(NC(=O)Cn2nnc(-c3ccccc3NC(=O)CC)n2)cc1
→ 16.6 | -1.8 | 3.1 | 5.1 | 1.9 | 3.0 | 2.1 | -0.3 | -2.0
- O=C(c1ccc(S(=O)(=O)N2CCOCC2)cc1)N1CCN(c2ccccc2)CC1
→ -6.9 | 3.7 | 11.2 | 14.6 | 1.3 | 0.0 | 0.6 | -2.1 | 2.5
- CN1CCN(C(=O)c2ccc(F)c(F)c2)CC1
→ -4.4 | -1.1 | -4.0 | 2.6 | 4.0 | 2.0 | -6.3 | 3.8 | -4.0
- CC(C)C(c1nnnn1CCc1ccccc1)N1CCSCC1 (centres undefined)
→ -1.2 | 10.5 | 6.2 | 0.9 | 1.3 | 0.0 | -2.1 | 4.4 | 2.6
- Cc1cc(C)n2nc(C(=O)OCC(=O)Nc3ccc4c(c3)OCCO4)nc2n1
→ 38.3 | 3.8 | 5.7 | / | 2.8 | 0.0 | / | -0.1 | 1.6
- Cc1ccsc1C1Nc2ccccc2-c2nc3ccccc3n21 (centres undefined)
→ 4.7 | 7.0 | 5.5 | 2.1 | 5.2 | 0.0 | -3.6 | -1.6 | 3.5
- COc1cccc(N2CCN(Cc3ccsc3)CC2)c1
→ -5.2 | 4.9 | 3.4 | 7.0 | 1.9 | 0.0 | 0.8 | 6.3 | 0.6
- O=C(OCc1cncs1)c1ccccc1
→ -8.2 | 0.6 | 0.0 | -1.6 | 0.2 | 1.0 | -8.6 | -4.4 | 3.3
- CC(=O)NCc1cc(-c2ccc(Cl)cc2)no1
→ -2.3 | 3.7 | 31.3 | -1.2 | 1.4 | 2.0 | -3.3 | 1.3 | 11.7
- COCCNCCCCOc1ccc(C)cc1[N+](=O)[O-]
→ -0.5 | -12.2 | -4.0 | -3.0 | 0.7 | 6.0 | -6.7 | -2.0 | 6.1
- CC(=O)N1CC(C)Oc2ccc(S(=O)(=O)NC(CC(=O)O)c3ccccc3C)cc21 (centres undefined)
→ 5.3 | 4.0 | 0.5 | -1.5 | 2.3 | 2.0 | -16.1 | -5.5 | 9.8
- O=C(c1ccc(Cl)c(S(=O)(=O)N2CCOCC2)c1)N1CCc2ccccc2C1
→ 17.8 | -7.6 | -4.7 | / | / | 0.0 | / | / | -5.5
- Cc1cc(C)n(C(=O)COc2c(C)cccc2C)n1
→ 5.5 | 8.1 | 13.8 | -3.9 | 0.6 | 0.0 | 1.9 | -0.9 | 2.4
- CCC(=O)Nc1ccc2c(c1)ncn2CCc1ccccc1
→ -0.1 | 6.0 | -4.5 | 7.2 | 0.3 | 4.0 | -2.7 | -3.1 | 1.4
- CCCC1=Nc2cc(C(=O)N3CCCC3)ccc2Sc2ccc(C)cc21
→ -6.6 | 0.8 | -16.1 | 1.5 | 0.6 | 6.0 | 7.1 | 0.7 | 1.0
- Cc1ccc(-c2csc(CC(N)=O)n2)cc1
→ 4.6 | 4.8 | 1.8 | -1.3 | -1.3 | 0.0 | -2.7 | -1.5 | -4.3
- CCCCc1nc2n[nH]c(N)c2c2c1CCCC2
→ 4.3 | 1.9 | 5.5 | 2.3 | 5.3 | 3.0 | 3.5 | 2.2 | -0.5
- CCOC(=O)c1sc2nc(CC(=O)OC)nc(NCc3ccc(F)cc3)c2c1C
→ 11.2 | -2.5 | 13.9 | 4.5 | 0.1 | 3.0 | -0.7 | -1.5 | -4.4
- CC(C)(C)NCCCCOc1ccc(F)cc1
→ 11.6 | -14.4 | 39.1 | -0.6 | -1.3 | 1.0 | 0.0 | -0.1 | 12.1
- Cc1c(-n2c(SCC(=O)NC(C)C(C)C)nc3ccccc3c2=O)c(=O)n(-c2ccccc2)n1C (centres undefined)
→ 19.2 | 14.7 | -0.7 | -4.6 | 1.3 | 0.0 | 4.6 | 1.7 | -3.2
- CCOC(=O)CSc1snnc1C
→ 8.5 | 4.1 | 2.1 | -1.4 | -1.4 | 4.0 | 0.5 | -3.3 | -2.7
- COc1ccc(CCC(=O)NNC(=O)c2ccc(F)cc2)cc1
→ 11.6 | 3.0 | 4.6 | 1.8 | -2.9 | 1.0 | 11.8 | -3.7 | 1.3
- COc1cc(Cl)ccc1NC(=O)COc1ccccc1C(=O)NN
→ -8.9 | 5.1 | -21.1 | -0.1 | 0.2 | 0.0 | 2.1 | 4.0 | 8.1
- Cc1cccc(C(=O)NCC(=O)NCC2COc3ccccc3O2)c1 (centres undefined)
→ 9.5 | 7.5 | 2.1 | 0.6 | -1.2 | 0.0 | -0.4 | 2.1 | -5.2
- CC(=O)Nc1ccccc1C(=O)N1CCc2ccccc21
→ -11.1 | 3.5 | -29.4 | -2.8 | 1.8 | 2.0 | -1.1 | -1.9 | 2.7
- CCOc1ccc(-c2nc(S(=O)(=O)c3ccccc3)c(N3CCOCC3)o2)cc1
→ 11.9 | 3.5 | 4.5 | 0.6 | 0.1 | 0.0 | 6.0 | -2.7 | -2.5
